Arrestin-AP2 inh: blocks beta-arrestin peptide binding to AP2 adaptin. FITC-arrestin peptide / GST-AP2 beads, flow cytometry; AP2 beta2 appendage carries R879A mutation. inhibition, % at 10 µM. actives 0.31% (n = 340,000);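 active means inhibition above a set limit, near 3 SD of compounds lacking own fluorescence, cut at about 54% in these data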;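 further: plate controls were DMSO wells for no effect and 5 µM unlabelled arrestin peptide for full effect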
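System: GST-tagged AP2 beta2-adaptin appendage (R879A) on 4 µm glutathione beads / Reagent: FITC-arrestin peptide, 50 nM / Detection: HyperCyt-sampled flow cytometry, FL1 channel, ex 488/em 535 nm / Timing: 12 min plus 1 h, RT / Buffer or medium: PBS plus Tween 20 (0.05%) and BSA (0.1%)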
RTF Ca sens inh: cardiac RTF calcium desensitization; IANBD-labeled cardiac RTF, Ca2+ fluorescence; inhibition, % at 7.15 µM; actives 0.12% (n = 340,000);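 active means inhibition above the mean inhibition of all tested compounds plus 3 SD, cut at about 17% in these data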;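 further: assay run at fixed EC70 calcium of 1.6 mM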
OPRM1-OPRD1 ag: agonists of human mu-delta opioid receptor heterodimerization. actives 0.3% (n = 340,000). AID 504326. cells, OPRM1-OPRD1 heterodimerization, luminescence. activation, % at 9.3 µM; in the data active means activation above about 18%;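 further: 0% = vehicle-treated cells and 100% = reference agonist; values of inactives mirror those of a sister screen read the other way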
Target sequence (P35372 whole entry, looked up): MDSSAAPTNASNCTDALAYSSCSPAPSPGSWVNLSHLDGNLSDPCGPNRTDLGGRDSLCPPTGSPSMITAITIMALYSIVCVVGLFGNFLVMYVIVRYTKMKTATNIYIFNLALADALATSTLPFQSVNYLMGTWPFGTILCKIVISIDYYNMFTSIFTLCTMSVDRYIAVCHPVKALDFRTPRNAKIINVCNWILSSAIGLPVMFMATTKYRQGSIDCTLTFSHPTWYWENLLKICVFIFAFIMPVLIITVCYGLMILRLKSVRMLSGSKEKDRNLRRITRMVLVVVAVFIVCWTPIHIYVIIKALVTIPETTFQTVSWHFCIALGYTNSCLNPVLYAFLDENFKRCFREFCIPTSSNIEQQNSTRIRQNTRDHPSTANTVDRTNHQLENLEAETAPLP
Target sequence (P41143 whole entry, looked up): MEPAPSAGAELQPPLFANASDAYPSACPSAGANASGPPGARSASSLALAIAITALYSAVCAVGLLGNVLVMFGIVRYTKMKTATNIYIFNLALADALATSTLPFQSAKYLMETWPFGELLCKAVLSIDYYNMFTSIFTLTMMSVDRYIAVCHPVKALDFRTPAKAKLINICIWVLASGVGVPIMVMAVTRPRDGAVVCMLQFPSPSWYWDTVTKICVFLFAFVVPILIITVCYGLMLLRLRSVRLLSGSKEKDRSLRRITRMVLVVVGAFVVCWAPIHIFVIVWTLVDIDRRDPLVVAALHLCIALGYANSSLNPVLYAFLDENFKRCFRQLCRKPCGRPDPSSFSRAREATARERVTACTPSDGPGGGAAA
Keap1-Nrf2 PPI: Keap1-Nrf2 (human) interaction inhibition. inhibition, % at 9.4 µM. AID 504523. Keap1 Kelch-Nrf2 peptide fluorescence polarization, 1536-well. Q14145. actives 0.15% (n = 340,000); in the data active means inhibition above about 12%; inconclusive means no clear call, values can overlap the other calls; inactive means below about 7.3%;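 further: human Keap1 Kelch domain with fluorescein labeled Nrf2 9mer peptide probe; 0% = neutral control wells and 100% = peptide positive control; higher means more block of Keap1 binding to Nrf2 peptide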
Wnt act: activates Wnt/beta-catenin signaling in a reporter cell assay; activator, plate reader; activation, % at 9.35 µM; actives 1.2% (n = 300,000); in the data active means activation above about 30%, passing the limit was not always enough; inconclusive means no clear call, values can overlap the other calls;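 further: 0% = neutral control wells and 100% = positive control wells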
MOR-DOR inv ag: inverse agonists of human mu-delta opioid receptor heterodimerization. P35372+P41143. inhibition, % at 9.3 µM. actives 0.21% (n = 340,000). cell-based MOR-DOR heterodimer luminescence, inverse agonism; in the data active means inhibition above about 22%, passing the limit was not always enough;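 further: 0% = cells with DMSO and 100% = wells without cells with DMSO; values of inactives mirror those of a sister screen read the other way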
LANA DNA inh: KSHV C-LANA DNA binding inhibition | MBP-C-LANA/FAM-LBS DNA binding, fluorescence polarization | inhibition, % at 9 µM | actives 0.078% (n = 340,000) | AID 504423;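 active means highest replicate inhibition at or above 60% at 9 µM, even if other replicates fall short; inactive means all replicates below 60% inhibition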;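 further: 0% = neutral control wells and 100% = 4 µM acridine orange control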
V-ATPase pHluor: alters yeast V-ATPase proton transport. S. cerevisiae, pHLuorin cytosolic pH fluorescence. response, % at 10 µM. actives 0.37% (n = 350,000); in the data active means response mostly above about 7.3%, no sharp cut-off; inactive means mostly below about 5.4%; further: actives read high; inactives centre near 0; some compounds called inactive have numbers as strong as hits; reference of the scale not given here
DSG3 Ab inh: blocks pemphigus antibody binding to human desmoglein-3 | P32926 | DSG3-coupled beads, scFv-anti-DSG3-GFP binding, flow cytometry; hits give low values | binding (percent of control), % at 10 µM | actives 0.48% (n = 310,000);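 active means binding more than 3 SD below its plate's average and above zero; inconclusive means below that plate limit but binding exactly zero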;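 further: hits lower antibody fragment binding to DSG3; some compounds called inactive have numbers as strong as hits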
cardiac RTF act: cardiac RTF calcium sensitization; P19429+P45379; IANBD-labeled TnC RTF fluorescence at EC20 calcium; 0% EC20 calcium, 100% full calcium; activation, % at 7.2 µM; actives 0.24% (n = 340,000); AID 493008;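 active means activation above the mean over all tested compounds plus 3 SD, cut at about 30% in these data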;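 further: rise in fluorescence read as greater calcium sensitivity of cardiac thin filaments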
Active calls of the source: *; u = inconclusive; x = not tested or not shown.

SMILES	Arrestin-AP2 inh	RTF Ca sens inh	OPRM1-OPRD1 ag	Keap1-Nrf2 PPI	Wnt act	MOR-DOR inv ag	LANA DNA inh	V-ATPase pHluor	DSG3 Ab inh	cardiac RTF act
Cc1cc(C)cc(OCC(=O)N(Cc2ccco2)c2c(N)n(Cc3ccccc3)c(=O)[nH]c2=O)c1	8	-5	-1.4	-1	1	6	0.5	-1	94	-5
Cc1cc(C)n2nc(C(=O)OCC(=O)N(C)CC(=O)Nc3ccc(F)cc3)nc2n1	-6	-14	-2.7	-6	2	11	0.7	0	100	1
CSc1ccc(/C=N/N2CCN(Cc3ccc(Cl)cc3)CC2)cc1	9	6	4.4	0	0	-23	0.2	5	107	4
CCc1cccc(CC)c1NC(=O)C1CN(S(=O)(=O)c2ccccc2)CCN1S(=O)(=O)c1ccccc1 (centres undefined)	10	-3	-0.7	1	x	4	-0.6	0	97	6
CCCCCCCCOC(=O)CCn1[nH]c(=O)c2ccccc2c1=O	11	-25	2.0	-3	-1	-12	-1.2	3	92	12
COc1cc(OC)c(NC(=O)CCc2ccccc2)cc1Cl	8	9	-0.9	-6	x	6	2.2	-6	108	-5
NC(=O)c1cc([N+](=O)[O-])ccc1N1CCN(Cc2ccccc2)CC1	-19	-6	-3.8	-5	-1	20	-0.1	2	114	1
COc1ccc(C(=O)CCC(=O)NCCc2ccccc2F)cc1	26	-3	-0.7	-4	2	3	-0.2	-5	102	-5
CC(C)(C)C(=O)NC(=S)N1CCc2ccccc21	-14	0	-3.1	-3	-2	16	1.7	0	93	-3
CN1C(=O)C(CC(=O)O)S/C1=N\N=C\c1ccc(O)cc1O (centres undefined)	22	4	-1.2	0	1	6	-4.2	-2	98	5
Clc1ccccc1NCSC1=NCCS1	29	-5	-1.1	0	6	6	2.1	4	93	-9
COc1ccccc1NC(=O)C(=O)N/N=C(\C)CC(=O)Nc1ccccn1	9	-39	0.1	-6	0	-1	-1.0	-3	103	-6
CCCC(C)c1nnc(NC(=O)CN2C(=O)c3ccccc3C2=O)s1 (centres undefined)	13	-2	1.8	-5	0	-9	0.4	0	102	9
CCn1c(=O)cc(OCC(=O)N(C)c2ccccc2F)c2ccccc21	-5	-5	-1.5	-5	0	8	-0.3	-1	108	8
Cn1ncc2c(Nc3ccc(Cl)c(Cl)c3)ncnc21	-18	-2	3.4	4	5	-17	-1.6	2	104	-6
COc1ccc(/C=C2\SC(=S)N(CCC(=O)NC3C=CS(=O)(=O)C3)C2=O)cc1 (centres undefined)	-1	1	-2.0	2	7	11	1.2	-3	x	-2
Cc1ccc(Cn2nc(C)c(NC(=O)C3(C)CC3(Br)Br)c2C)cc1 (centres undefined)	-1	5	-2.0	0	-4	12	-0.3	3	103	15
COc1ccc(S(=O)(=O)N[C@H](C(=O)N2CC[C@@]3(O)CCCC[C@H]3C2)c2ccccc2)cc1	26	3	-2.1	1	x	12	-0.5	1	107	3
O=C(NC1(C(=O)O)CCCC1)c1ccccc1	-20	1	-0.7	-5	2	4	-0.1	6	92	-1
COc1ccc(C2=NS(=O)(=O)N(C)C(C(=O)NC3CCCCC3)=C2)cc1OC	-3	-10	0.5	-3	-1	-3	0.6	0	96	2
c1ccc2c(c1)OCCOCCOCCO2	17	-4	-0.1	2	1	0	0.1	7	98	-5
CCN1C(=O)/C(=C\N(C)C)S/C1=N\S(=O)(=O)c1ccccc1	12	4	0.3	-3	0	-2	0.0	1	104	1
CC(C)(C)OC(=O)C[C@@H]1C/C=C\C[C@H](CC(=O)NCCO)C(=O)NC[C@@H](c2ccccc2)OC1=O	-2	-4	-2.8	-2	0	16	-0.4	7	103	5
Cc1nn(CC(=O)NCc2cccc3ccccc23)c(=O)c2ccccc12	11	-17	0.7	-3	-2	-4	1.0	3	90	6
O=C(O)CN1C(=O)/C(=C\c2cccc(OCc3ccccc3F)c2)SC1=S	-3	0	-0.7	0	0	3	-34	-3	97	-4
CC(=O)N1c2ccccc2C(C)=CC1(C)C	-11	-4	-1.7	4	1	8	-0.3	4	105	8
Cc1[nH]c2ccccc2c1/C=N/NC(=O)CNC(=O)c1cccs1	2	4	-2.9	1	0	14	-1.2	-2	x	0
CCC(C)NC(=O)Cc1c(OC)ccc2cc(Br)ccc12 (centres undefined)	0	1	-1.9	5	1	10	1.7	5	92	3
COc1cccc(C2CC(c3ccccc3OC)n3nc(N)nc3N2)c1 (centres undefined)	25	1	-2.2	-3	-5	12	-2.4	4	105	0
COc1cc(/C=C2/C(=O)NN(c3cccc(C)c3)C2=O)cc([N+](=O)[O-])c1O	6	0	-1.6	-2	-1	9	6.1	-3	89	2
Cc1ccc(OCc2n[nH]c(=S)n2-c2ccc(Br)cc2)cc1	-28	-8	-0.4	0	1	2	2.7	0	117	-1
CC(=O)OCC1=C(C(=O)O)N2C(=O)C(NC(=O)Cn3nc(C(F)F)c(Cl)c3C)C2SC1 (centres undefined)	12	2	-1.2	-2	-1	7	0.9	0	106	0
O=C(Nc1nnc(-c2ccco2)s1)C1CCCCC1	1	0	2.3	-5	x	-13	0.6	5	116	7
CCCCn1c(CCNC(=O)CCC)nc2ccccc21	20	8	-0.1	2	-1	0	-0.6	6	103	1
CN(Cc1cnn(C)c1)C(=O)CC1C(=O)NCCN1Cc1cccc(Oc2ccccc2)c1 (centres undefined)	30	-2	-1.3	-4	-4	7	1.3	6	99	-1
Nc1cccnc1Sc1ccccc1	-10	-2	-1.8	-3	-1	9	0.3	4	104	0
CN1C(=O)/C(=C/c2ccccc2OCc2ccccc2F)NC1=S	16	12	0.8	-1	-4	-4	0.9	-2	87	-3
Cc1cc(NCc2ccccn2)ccc1Br	19	-9	-1.3	-4	20	7	1.4	2	113	5
COC(=O)c1ccc(CSc2nncn2N)cc1	1	-3	-3.6	-4	-7	18	-0.8	1	99	2
CCCCCC(=O)N/N=C(\C)c1ccc(Cl)cc1	-2	-8	2.9	0	x	-16	-1.1	-2	103	-3

4 records picked at random from those above, as already listed:
SMILES	Arrestin-AP2 inh	RTF Ca sens inh	OPRM1-OPRD1 ag	Keap1-Nrf2 PPI	Wnt act	MOR-DOR inv ag	LANA DNA inh	V-ATPase pHluor	DSG3 Ab inh	cardiac RTF act
CC(=O)OCC1=C(C(=O)O)N2C(=O)C(NC(=O)Cn3nc(C(F)F)c(Cl)c3C)C2SC1 (centres undefined)	12	2	-1.2	-2	-1	7	0.9	0	106	0
CCCCCC(=O)N/N=C(\C)c1ccc(Cl)cc1	-2	-8	2.9	0	x	-16	-1.1	-2	103	-3
O=C(Nc1nnc(-c2ccco2)s1)C1CCCCC1	1	0	2.3	-5	x	-13	0.6	5	116	7
CN1C(=O)/C(=C/c2ccccc2OCc2ccccc2F)NC1=S	16	12	0.8	-1	-4	-4	0.9	-2	87	-3

Remaining list, next part.
SMILES	Arrestin-AP2 inh	RTF Ca sens inh	OPRM1-OPRD1 ag	Keap1-Nrf2 PPI	Wnt act	MOR-DOR inv ag	LANA DNA inh	V-ATPase pHluor	DSG3 Ab inh	cardiac RTF act
CCc1cc(=O)n2[nH]c(-c3ccccc3)c(-c3ccccc3)c2n1	7	-5	-1.8	-5	0	8	0.9	-3	101	-3
O=C1c2ccccc2C(=O)C12OC2c1ccc(Cl)cc1Cl (centres undefined)	9	-8	5.5	2	18	-28	-0.3	0	101	4
CCOc1ccc(NC(=O)CN(C)C(=O)c2ccc(OCC(=O)N3CCOCC3)c(OC)c2)cc1OCC	-9	-11	-2.6	-4	-1	10	0.7	0	x	5
CCOC(=O)CCSCC(=O)Nc1nnc(C)s1	22	4	-1.9	-4	1	10	0.5	3	82	-2
CCc1[nH]nc2c1C1(C(=O)N(Cc3ccccc3)c3ccccc31)C(C#N)=C(N)O2 (centres undefined)	15	1	-1.7	2	x	9	0.7	2	102	-9
O=C(O)c1ccc2c(c1)C(=O)N(c1ccc(OCc3ccccc3)cc1)C2=O	13	0	-1.5	-4	0	8	9.5	-1	134	-2
Cc1cc(N2CCOCC2)c2c(N)cc(C)c(C)c2n1	-2	3	-0.9	2	x	5	-0.2	2	104	5
N#Cc1c2n(c(=S)n(-c3ccccc3)c1=O)CCCCC2	20	-1	0.6	2	-7	-4	0.7	-2	95	2
O=C(O)CC(=O)Nc1cc(Cl)ccc1O	-3	-5	-3.4	-6	x	19	-0.5	-3	106	-2
NC(=O)c1ccccc1OCCOc1ccc(Br)cc1	-2	-9	1.0	-6	-1	-7	-2.0	-3	x	-1
COc1ccc(C)cc1NC(=O)c1ccc(NS(=O)(=O)c2cccs2)cc1	-6	-1	-1.1	-2	0	7	-0.1	7	x	-2
COc1ccc(NC(=O)C2CCCN2C(=O)NC2CCCCC2)cc1 (centres undefined)	-1	-3	-1.8	-1	5	12	0.7	-1	97	1
NCCCC(=O)N1c2ccccc2Sc2ccc(Cl)cc21	-15	-10	-1.9	-1	4	9	1.7	0	104	0
CCOC(=O)c1ccc2nc(NC(=O)C(C)C)sc2c1	0	-4	-0.9	0	u	5	0.0	-5	100	2
CN(C(=O)c1ccccc1C(=O)OCC(=O)NC(=O)NC(C)(C)C)C1CCCCC1	-2	1	0.5	-10	-1	-3	-0.1	4	103	3
O=S(=O)(Cc1ccccc1)Cc1cnc(Cl)s1	51	10	-2.4	2	6	11	0.0	-2	x	-4
COc1ccccc1CNC(=O)CCCNS(=O)(=O)c1cccc2nsnc12	2	-16	-2.4	4	1	13	-0.2	-1	101	-5
CSc1ncc(C(=O)Nc2ccccc2C)c(C)n1	34	-17	-1.7	1	3	7	-0.3	1	102	7
O=C(NC1CC1)C1CC(=O)N(c2cccc(Cl)c2Cl)C1 (centres undefined)	5	-6	1.7	-6	-4	-9	0.6	3	105	4
Cc1ccc2oc(-c3cccc(N)c3)nc2c1	8	-1	-3.1	-1	0	15	-0.1	3	103	-7
COc1ccc(C(=O)n2c(N)nc3ccccc32)cc1OC	-4	1	-3.7	-1	8	17	-0.5	-2	105	-6
Cc1cccc(N2CCN(C(=O)/C=C/c3cccs3)CC2C)c1 (centres undefined)	5	-2	3.4	-9	0	-18	0.1	1	127	3
CCOC(=O)C1CCCN(c2c(NCC3CCCO3)c(=O)c2=O)C1 (centres undefined)	-4	-6	2.8	-1	-1	-16	1.3	3	101	3
Cc1cc2oc(C(=O)NCc3ccc4c(c3)OCO4)c(C)c2cc1C	-5	1	-1.0	0	x	6	0.9	-3	103	-3
C/C(=N/NC(=S)Nc1cccc(C)c1)c1cccc([N+](=O)[O-])c1	11	-6	0.3	-1	-1	-2	-0.4	-1	111	1
CC(=O)N1c2ccc(S(=O)(=O)N3CCC(C(=O)NCc4ccc(C)cc4)CC3)cc2CC1C (centres undefined)	4	-2	-1.5	-6	1	8	0.5	-1	98	-5
CCC(=O)OCCn1c(=O)c2cc3c(=O)n(CCOC(=O)CC)c(=O)c3cc2c1=O	-4	-2	-1.1	-6	x	6	1.3	-2	74	11
O=C(CSc1nc2ccccc2c(=O)[nH]1)c1ccccc1	2	0	-1.1	-3	1	6	0.5	-4	102	-2
CCC(=O)Nc1ccc(C2=Nn3c(nnc3C(C)C)SC2)cc1	-10	-7	-1.3	1	1	6	-0.9	-1	102	-1
